PfG6PD inh = PfG6PD (Plasmodium falciparum) enzyme inhibition | PfGluPho enzyme, NADPH resazurin-diaphorase fluorescence | inhibition, % at 20 µM | 350,000 compounds, 0.78% hits | AID 504690;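 active = inhibition reaching at least a set limit at 20 µM in the primary screen, cut at about 59% in these data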;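 note: 0% = DMSO wells with substrate and 100% = DMSO wells lacking glucose-6-phosphate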
SENP7 inh = inhibitors of human SENP7 protease | Q9BQF6 | recombinant SENP7, Z-RLRGG-aminoluciferin luminescence, 40 min | inhibition, % at 5 µM | 330,000 compounds, 1.5% hits;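 active = inhibition above about 50% at the single test dose, limit read from the data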;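 note: plate controls were DMSO with enzyme for no effect and no enzyme buffer wells for full effect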
Target sequence (Q9BQF6 706-1050 limits assumed): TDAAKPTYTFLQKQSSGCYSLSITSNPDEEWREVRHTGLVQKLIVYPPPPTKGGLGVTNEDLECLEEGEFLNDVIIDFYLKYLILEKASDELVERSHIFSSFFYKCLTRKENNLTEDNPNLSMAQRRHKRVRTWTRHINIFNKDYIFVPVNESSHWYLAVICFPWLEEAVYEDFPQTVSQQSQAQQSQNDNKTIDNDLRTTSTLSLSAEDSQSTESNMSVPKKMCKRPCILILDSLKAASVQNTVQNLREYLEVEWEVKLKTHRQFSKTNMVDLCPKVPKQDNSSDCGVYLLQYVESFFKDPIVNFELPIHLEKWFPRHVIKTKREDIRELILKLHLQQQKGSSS
Apaf-1 inh = inhibitors of human Apaf-1 apoptosome; inhibition, % at 20 µM; O14727; 330,000 compounds, 0.71% hits; reconstituted apoptosome caspase-3 activity, DEVD-Rh110 fluorescence; active = inhibition of at least 40% at 20 µM;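 note: plate controls were DMSO wells for no effect and DEVD-CHO caspase inhibitor wells for full effect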
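Material: cell-free apoptosome with Apaf-1, procaspase-3 and caspase-9; Buffer or medium: Hepes pH 7.5 with detergent and BSA; Reagent: cytochrome c trigger plus (Z-DEVD)2-Rh110 caspase-3 substrate; Times: compound with Apaf-1, dATP, procaspase-3 30 min, then 50 min reaction, room temperature; Technique: Rh110 fluorescence intensity.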
SENP1 FRET inh = blocks the human SENP1 SUMO protease catalytic domain; Q9P0U3; 360,000 compounds, 0.21% hits; AID 624204; inhibition, % at 10 µM; recombinant SENP1 catalytic domain, CyPet-SUMO1-YPet FRET cleavage;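 active = inhibition at least 30% at 10 µM, raw YFP signal under a set limit, fluorescence ratio 0.5 to 1.5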;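 note: 0% = enzyme with DMSO and 100% = no enzyme wells; some results filed as inactive read as strong as hits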
Target sequence (Q9P0U3 419-644 limits assumed): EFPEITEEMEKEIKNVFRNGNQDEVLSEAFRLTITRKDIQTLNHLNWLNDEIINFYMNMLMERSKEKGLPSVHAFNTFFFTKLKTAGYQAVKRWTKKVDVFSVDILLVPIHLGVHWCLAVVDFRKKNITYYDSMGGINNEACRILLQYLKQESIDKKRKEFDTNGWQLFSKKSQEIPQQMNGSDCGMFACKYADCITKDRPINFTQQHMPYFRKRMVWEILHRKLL
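Compound: 10 µM single point, 0.5% DMSO; Test system: hSENP1 catalytic domain, recombinant; Timing: 50 min reaction at room temperature; Technique: FRET, CFP and YFP emission; Control set: no-enzyme wells low, DMSO-plus-enzyme wells high control.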
HKDC1 inh = inhibitors of human hexokinase HKDC1; Q2TB90; recombinant HKDC1, G6PDH/diaphorase resazurin coupled fluorescence; inhibition, % at 20 µM; 340,000 compounds, 0.16% hits;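 active = inhibition above about 35% when tested at 20 µM, limit read from the data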;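 note: plate controls were DMSO wells with enzyme for no effect and DMSO wells lacking enzyme for full effect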
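System: Recombinant HKDC1 hexokinase | Amount: HKDC1 at 5 µg/mL | Reagent: Glucose with 1 mM ATP | Doses: Single 20 µM dose | Incubation: Reaction time 90 min, room temperature, protected from light | Signal: Coupled resazurin fluorescence, excitation 525 nm, emission 613 nm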
SENP6 block = inhibitors of human SENP6 protease; Recombinant SENP6 catalytic domain, aminoluciferin luminescence; AID 2599; Q9GZR1; 330,000 compounds, 1.8% hits; inhibition, % at 10 µM;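 active = inhibition above about 50% at the single tested dose, limit read from the data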;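 note: plate controls were DMSO wells with enzyme for no effect and DMSO wells lacking enzyme for full effect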
Target sequence (Q9GZR1 628-1112 limits assumed): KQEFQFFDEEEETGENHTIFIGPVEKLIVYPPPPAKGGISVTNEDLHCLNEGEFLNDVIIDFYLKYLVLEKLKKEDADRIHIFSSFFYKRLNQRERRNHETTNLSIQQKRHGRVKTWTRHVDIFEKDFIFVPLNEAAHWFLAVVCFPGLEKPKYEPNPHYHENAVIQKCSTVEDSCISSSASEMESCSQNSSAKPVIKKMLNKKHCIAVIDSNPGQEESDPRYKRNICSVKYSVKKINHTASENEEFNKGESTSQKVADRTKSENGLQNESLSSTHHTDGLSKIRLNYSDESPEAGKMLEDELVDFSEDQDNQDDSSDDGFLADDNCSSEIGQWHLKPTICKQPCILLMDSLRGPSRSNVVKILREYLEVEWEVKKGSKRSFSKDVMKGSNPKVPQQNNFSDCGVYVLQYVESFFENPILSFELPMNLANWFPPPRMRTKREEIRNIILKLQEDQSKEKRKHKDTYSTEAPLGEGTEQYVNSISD
SENP8 block-1 = SENP8 (human) protease inhibition | Q96LD8 | recombinant SENP8, Nedd8 substrate fluorescence | inhibition, % at 20 µM | 360,000 compounds, 0.64% hits | AID 602440; in the data active = inhibition mostly above about 40%, no sharp cut-off; inactive = mostly below about 27%
SENP8 block-2 = inhibitors of human SENP8 protease | Q96LD8 | inhibition, % at 10 µM | purified SENP8, Z-RLRGG-aminoluciferin cleavage, luminescence | AID 2540 | 330,000 compounds, 1.2% hits; in the data active = inhibition above about 50%
Numbers without * were called inactive; nt = not tested or not shown. Outcome played no part in choosing rows; any-hit rate near 3.6%.

structure	PfG6PD inh	SENP7 inh	Apaf-1 inh	SENP1 FRET inh	HKDC1 inh	SENP6 block	SENP8 block-1	SENP8 block-2
O=C(N1CCOCC1)N(CCN1CCOCC1)Cc1cccc2ccccc12	-1.1	6.3	14.1	-1.0	0.3	-11.3	16.6	-9.0
COc1cccc(/C=N/NC(=O)c2[nH]c(C)c(C(=O)N/N=C/c3cccc(OC)c3)c2C)c1	27.9	-6.1	-1.6	2.9	1.4	-6.7	-7.5	-8.4
Cc1ccc(C(=O)COC(=O)C(C)N2C(=O)C3C4CCC(C4)C3C2=O)cc1 (stereo unspecified)	-7.7	1.2	-0.4	0.3	-2.9	1.8	4.9	0.1
COc1ccc(CN2CCSCC2)cc1O	-7.2	-0.6	0.2	0.4	5.1	-3.9	24.8	0.5
COc1ccc(-c2noc(CN(C(=O)c3ccc4c(c3)OCO4)C(C)C)n2)cc1	1.0	-8.1	19.4	3.2	2.4	-20.0	12.5	-13.9
CCCCn1c(-c2cccc(F)c2)nc2c1c(=O)[nH]c(=O)n2CC(C)C	15.9	11.6	21.6	-1.9	-2.4	-25.8	-215.6	-1.8
CN(CC(O)COc1ccc(OCC(O)CN(C)C2CCCCC2)cc1)C1CCCCC1 (stereo unspecified)	-6.7	6.9	-3.6	1.4	-1.9	7.4	14.2	3.7
CC(C)(C)c1ccc(/C=C2\SC(=O)N=C2N)cc1	1.7	6.1	13.9	-0.4	-0.4	-2.5	16.9	-4.7
COc1cc(C(=O)OCC(=O)N2CCCCC2C)ccc1OCc1c(C)noc1C (stereo unspecified)	-2.6	0.1	-8.8	-0.3	-11.9	-0.8	8.2	-0.3
O=C(CN1CCOCC1)Nc1ccc(NC(=O)CN2CCOCC2)c(Cl)c1	-12.2	1.5	-5.6	1.5	-1.5	7.6	10.8	1.2
CCOC(=O)C1(Cc2ccccc2C#N)CCCCC1=O (stereo unspecified)	8.2	nt	nt	-2.0	-2.6	nt	4.4	nt
CCCCCCCCCn1c2c(c(=N)c3c1CCC3)CCCC2	0.2	7.4	51.1*	-1.4	-0.5	-6.6	10.7	-1.4
Cc1ccc(S(=O)(=O)NCCCCCC(=O)Nc2nccs2)cc1	-10.3	3.1	16.9	0.7	-2.7	3.1	8.7	-3.4
COc1ccccc1NC(=O)c1ccc(CSc2ccccc2)o1	-8.2	0.8	9.2	-1.6	0.5	-4.8	5.5	-5.0
CCc1nc2ccccc2n1CC(C)C(=O)O (stereo unspecified)	3.2	1.7	-2.1	2.9	-6.5	6.4	5.7	-1.7
COc1cccc(NC(=O)CN(C)C(=O)CSCC(=O)Nc2ccc(C)cc2)c1	3.9	9.3	-1.0	1.6	0.4	-1.9	1.7	9.0
CCCCCCCCn1c2c(c(=N)c3c1CCC3)CCCC2	-8.6	0.1	24.6	-0.2	-2.2	0.9	7.5	-7.0
Cc1ccc2nc(SCc3ccccc3)c(C=O)c(=O)n2c1	-3.2	7.0	-0.8	-5.0	-9.0	1.3	8.8	2.2
O=C(CSc1nc2ccc([N+](=O)[O-])cc2[nH]1)NC1CCCCCC1	-16.4	9.1	4.3	2.1	19.9	10.9	11.0	-0.9
CCC(CC)c1nc(C(N)=O)c2[nH]c(=O)n(-c3ccc(OC)c(OC)c3)c2n1	-2.7	-13.4	18.0	3.9	-3.4	-1.5	2.0	-7.0
Cc1cc(-c2nnc(CCC(=O)NCCc3ccccc3F)o2)no1	-10.5	-8.4	4.4	-0.5	-6.5	-13.9	9.1	-1.0
C=CCOC(=O)C1=C[C@@H](c2cn(C(C)=O)c3ccccc23)C[C@@H](OCCCCO)O1	-6.5	11.9	4.4	-8.2	7.2	-3.7	-43.0	-12.9
COc1ccc(C(CNC(=O)c2ccc(S(=O)(=O)N3CC(C)CC(C)C3)cc2)N(C)C)cc1 (stereo unspecified)	6.1	-1.8	38.2	2.2	-2.4	3.1	14.5	-2.4
O=C(C1CCC(CNS(=O)(=O)c2cccc3nsnc23)CC1)N1CCN(c2ccccn2)CC1 (stereo unspecified)	8.6	0.3	-0.1	2.2	-8.5	-10.9	8.5	-1.1

3 entries from above, sorted by their value in SENP1 FRET inh, largest number first:
SMILES | SENP1 FRET inh
CCc1nc2ccccc2n1CC(C)C(=O)O (stereo unspecified) | 2.9
O=C(CSc1nc2ccc([N+](=O)[O-])cc2[nH]1)NC1CCCCCC1 | 2.1
COc1ccccc1NC(=O)c1ccc(CSc2ccccc2)o1 | -1.6

Next part
structure	PfG6PD inh	SENP7 inh	Apaf-1 inh	SENP1 FRET inh	HKDC1 inh	SENP6 block	SENP8 block-1	SENP8 block-2
CC(/C=C1\SC(=S)N(CCC(=O)Nc2cccc(C(=O)O)c2)C1=O)=C\c1ccccc1	3.8	5.4	29.9	-5.6	11.0	-1.7	16.7	5.1
COc1cccc(/C=C(/C(=O)OCC(=O)NC2CCCC(C)C2C)c2ccccc2)c1 (stereo unspecified)	3.0	nt	nt	-1.1	2.4	nt	8.3	nt
Cc1nn(C)c(=S)n1-c1ccc(Cl)cc1	-1.7	4.7	-3.6	3.9	-5.4	9.6	-2.5	4.3
O=C(Nc1ccc(C(=O)O)cc1)/C(=C/c1ccc2c(c1)OCO2)NC(=O)c1cccc(Br)c1	-27.1	5.5	-1.2	-29.6	-5.6	2.9	-10.9	1.3
COc1ccc(CNC(=O)[C@H](Cc2ccccc2)NC(=O)C2CCN(C(=O)[C@H](C)N)CC2)cc1	5.1	-3.8	-6.7	4.7	-1.4	-4.0	50.8*	-1.3
COc1ccc(-n2ncc3c(N4CCN(c5cc(C)ccc5C)CC4)ncnc32)cc1	-7.7	1.4	2.6	-0.8	-1.2	8.8	-246.4	5.9
CC(C)Cc1nnc(NC(=O)CCC(=O)N2CCN(c3ccc(F)cc3)CC2)s1	9.0	4.2	0.8	1.1	-4.7	5.3	18.4	-9.2
CCOC(=O)N1CCN(C(=O)C2CCC(=O)N(Cc3ccc(Cl)cc3)C2)CC1 (stereo unspecified)	9.7	3.8	-10.2	2.2	0.0	5.3	8.1	-2.4
CN(CC(=O)Nc1cccc(F)c1)CC(=O)Nc1cccc(S(N)(=O)=O)c1	7.1	-7.0	1.6	2.6	-7.0	-5.6	10.1	-7.8
O=C(CSc1nc2ccccc2o1)Nc1nccs1	-14.4	4.3	-1.6	2.1	-9.0	1.0	7.1	4.8
Cc1cc(C)c(S(=O)(=O)c2ccc(F)cc2C)c(Cl)n1	39.0	1.0	0.7	4.3	-2.4	-5.9	16.6	-3.7
CSc1ccccc1NC(=O)C1=COCCO1	-1.1	12.9	1.1	-1.4	0.4	-8.3	8.2	-1.3
c1ccc(-n2ncc3c2ncn2nnnc32)cc1	-7.8	-4.0	-22.6	-1.8	-7.9	-0.5	3.4	1.1
O=C(NNC(=S)Nc1ccc(Br)cc1)c1ccccc1	-1.4	13.8	1.1	2.0	-2.6	4.1	2.7	2.9
Nc1nc(Nc2ccccc2Cl)cc(=O)[nH]1	1.1	1.4	1.7	-13.0	0.3	-1.6	9.7	-1.5
CN(C)c1cccc(C(=O)OC(C(=O)Nc2ccc([N+](=O)[O-])cc2Br)c2ccccc2)c1 (stereo unspecified)	-0.3	0.5	-1.2	-2.3	-8.2	-6.4	4.5	-8.6
O=C(CSc1nc2ccccc2s1)Nc1ccc(Cl)c(C(=O)O)c1	25.2	-8.6	1.3	-1.0	-0.3	-0.1	19.1	-16.7
CCN(CC)C(=O)CSc1nc(-c2ccccc2)ccc1C#N	7.5	10.4	3.1	0.7	-1.0	-14.0	-34.4	5.2
CCOc1cccc2cc(C(=O)NCCC3=CCCCC3)c(=O)oc12	3.0	0.2	15.6	-0.2	-0.1	-14.5	-89.8	-3.4
CCOc1ccc(/C=C/c2nc(C#N)c(NCCCN(C)C)o2)cc1	-6.7	12.8	3.1	-21.4	2.5	-7.0	-310.3	-9.9
CCn1c(NCc2ccccn2)nc2ccccc21	-1.8	5.5	1.5	2.2	2.5	0.5	9.8	-0.6
COc1ccc(S(=O)(=O)CC(=O)c2cc3cc(Br)ccc3oc2=O)cc1	8.7	-1.8	16.4	-57.7	19.2	-2.1	-13.9	3.0
COc1cc(NC(=O)COC(=O)CNC(=O)c2ccc(Cl)cc2)c(C)cc1[N+](=O)[O-]	-11.4	0.1	2.8	0.0	-5.7	-12.5	24.1	-4.9
COc1ccccc1N1CCN(S(=O)(=O)c2cn(C)nc2C)CC1	-4.1	-7.8	4.9	2.1	-1.4	10.3	9.7	8.8

Single entries from above:
CN(C)c1cccc(C(=O)OC(C(=O)Nc2ccc([N+](=O)[O-])cc2Br)c2ccccc2)c1 (stereo unspecified) in SENP8 block-2 reads -8.6
CCOc1cccc2cc(C(=O)NCCC3=CCCCC3)c(=O)oc12 in SENP8 block-1 reads -89.8
COc1cc(NC(=O)COC(=O)CNC(=O)c2ccc(Cl)cc2)c(C)cc1[N+](=O)[O-] in SENP8 block-2 reads -4.9

Other structures
structure	PfG6PD inh	SENP7 inh	Apaf-1 inh	SENP1 FRET inh	HKDC1 inh	SENP6 block	SENP8 block-1	SENP8 block-2
COc1ccc(N2C(=O)C(CC(N)=O)N(NC(=O)CCc3ccccc3)C2=O)cc1 (stereo unspecified)	-5.2	-4.8	-25.7	1.4	-7.1	-11.4	6.3	-4.2
O=C(CSc1ccc2nnc(-c3ccncc3)n2n1)Nc1nccs1	-3.3	nt	nt	1.7	10.6	nt	7.7	nt
Cc1cc2c(cc(C(=O)OCC(=O)NCc3ccco3)n2C)s1	-0.4	5.8	18.1	2.6	-4.9	-0.8	0.9	1.1
Cc1cc(N2CCN(C3CCCC3)CC2)n2c(nc3ccccc32)c1C#N	3.6	-1.8	6.8	-27.6	-3.9	-0.4	-339.2	-7.4
COc1ccc(CCNC(=O)CSc2nnc(CNc3ccc(Cl)cc3)o2)cc1OC	10.0	-5.7	7.2	3.6	-9.0	4.5	6.6	-11.5
CN(C)S(=O)(=O)c1ccc(NC(=O)COc2ncnc3sccc23)cc1	-10.5	1.3	-23.4	-13.0	2.4	-14.5	-1.9	-0.5
Cc1cc(Br)ccc1OCC(=O)NNC(=O)C(=O)Nc1ccccc1	-17.7	-1.1	-13.2	2.0	-0.6	-16.8	17.1	-3.9
CCC(C(=O)NCc1ccc(OC)cc1)n1nc(C)n2c(cc3occc32)c1=O (stereo unspecified)	8.2	-0.8	10.3	-6.3	0.8	-2.8	2.4	-1.7
Cc1cc(C)c(C(=O)NC2CCCc3c2cnn3-c2cccc(C)c2C)o1 (stereo unspecified)	-6.0	3.7	4.5	-0.3	-0.3	-4.8	-6.2	1.5
O=C(Nc1ccccc1O)c1cccc(S(=O)(=O)Nc2ccccc2O)c1	-27.8	-6.3	7.4	0.4	-0.7	-15.9	24.0	-9.8
CCOC(=O)[C@H]1[C@H]2COc3ccc(Br)cc3[C@H]2N2C(=O)CNC(=O)[C@@]12C	1.4	-0.2	-5.1	1.1	1.6	-11.6	14.1	1.4
CC(Oc1ccc(Br)cc1)C(=O)NCCCN1CCCC1=O (stereo unspecified)	11.7	11.8	-5.3	0.2	-4.8	-30.4	5.0	2.3
c1ccc(Nc2nc(-c3ccncc3)cs2)nc1	10.5	85.5*	13.3	1.1	-5.9	88.8*	-57.1	80.4*
O=C(CSc1nc2ccc([N+](=O)[O-])cc2[nH]1)NC1CCCCC1	-3.4	3.6	-18.8	0.2	-5.9	-2.9	9.6	-5.3

From PubChem BioAssay
